RORg inh – qHTS for inhibitors of ROR gamma transcriptional activity; Nuclear receptor ROR-gamma (Mus musculus), P51450; Drosophila S2 Gal4-RORgamma UAS-luciferase reporter, 20 h; Potency, µM (titrated, usually from 53.6 µM), for inactives: top-dose activity change, negative = inhibition, hits mostly inhibitors; AID 2551, 2010; 310,000 tested, 5.4% active; further: on the % scale 0 is the no-effect control and ±100 the full control effect; nearly all actives have a fitted effect of over 60% in size
Target sequence (P51450 whole entry, looked up, the tested form may be a part): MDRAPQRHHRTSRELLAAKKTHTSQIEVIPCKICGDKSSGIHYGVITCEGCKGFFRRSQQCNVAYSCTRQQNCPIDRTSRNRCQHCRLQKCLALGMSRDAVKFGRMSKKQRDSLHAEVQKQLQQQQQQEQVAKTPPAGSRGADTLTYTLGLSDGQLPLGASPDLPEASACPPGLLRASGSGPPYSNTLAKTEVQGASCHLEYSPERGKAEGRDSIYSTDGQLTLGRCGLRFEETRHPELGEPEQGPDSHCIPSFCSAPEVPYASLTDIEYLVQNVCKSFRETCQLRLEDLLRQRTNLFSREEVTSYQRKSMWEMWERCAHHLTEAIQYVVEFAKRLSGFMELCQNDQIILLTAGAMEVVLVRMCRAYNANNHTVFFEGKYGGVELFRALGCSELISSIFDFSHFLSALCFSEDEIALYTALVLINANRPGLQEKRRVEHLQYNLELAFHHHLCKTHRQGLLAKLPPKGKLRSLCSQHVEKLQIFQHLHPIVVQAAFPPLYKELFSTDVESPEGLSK
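ROR gamma transcriptional activity was tracked as Gal4-UAS luciferase output in stably transfected Drosophila Schneider cells, with compound added 1 hr before 700 uM copper sulfate induction and a 20 hr ambient-temperature incubation.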
uPA surface inh – qHTS for Inhibitors of Cell Surface uPA Generation | cell surface uPA generation assay, qHTS | Potency, µM (series often up to 38.3 µM), inactives show at the highest dose activity change, negative = inhibition, actives largely listed as inhibitors | 330,000 tested, 0.31% active; active means well fitted inhibition curve with a large enough effect; inconclusive means small, poorly fitted or top-dose-only effect; inactive means no such curve, though single readings can be large or run the other way; tested in mouse RAW 264.7 cells; further: on the % scale 0 is the no-effect control and ±100 the full control effect; nearly all actives have a fitted effect of over 55% in size
Gal4-VP16 FLuc – VP16 counterscreen qHTS for inhibitors of ROR gamma transcriptional activity; Drosophila S2 Gal4-VP16 UAS-luciferase, luminescence, 20 h; Potency, µM (top dose mostly 53.6 µM), inactives show at the top dose activity, negative = inhibition, actives largely listed as inhibitors; 310,000 tested, 3.5% active;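 further: Gal4-VP16 expression switched on by copper sulfate through the metallothionein promoter; on the % scale 0 is the no-effect control and ±100 the full control effect; nearly all actives have a fitted effect of over 50% in size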
CXXC DNA block – qHTS Fluorescence Polarization Assay for Inhibitors of MLL CXXC domain - DNA interaction. Histone-lysine N-methyltransferase 2A (Homo sapiens), Q03164. MLL-CXXC / FITC-HOXA9 DNA fluorescence polarization. Potency, µM (top dose mostly 115 µM), inactives show top-dose activity change, negative = inhibition, actives largely listed as inhibitors. 290,000 tested, 0.037% active. AID 2662, 2010; active means well fitted inhibition curve with a large enough effect in the polarisation, with a control signal flat, not every such curve was filed as active; inconclusive means small, poorly fitted or top-dose-only effect, or effect the other way, or a change in a side signal; inactive means no such curve, though single readings can be large or run the other way; the % refers to the polarisation
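Steps: dispense CXXC domain solution (7 uM) → pin compounds or unlabeled HOX-A9 DNA control → 5 min ambient → add FLSN-HOX-A9 solution (50 nM) → spin → 30 min ambient → fluorescence polarization. Tris pH 7.5/NaCl/DTT/BSA buffer.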
BRCA1 expr up – qHTS Assay to Identify Small Molecule Activators of BRCA1 Expression; MCF7-BRCA1-FFLuc reporter, luminescence, 48 h; response scale: scaled: vehicle 0%, 10 µM genistein 100%; 380,000 tested, 1.1% active; Potency, µM (highest dose often 46.1 µM), without a hit: at the top dose activation, usual class: activators; AID 624202, 2012; further: nearly all actives have a fitted effect of over 80% in size; some results filed as inactive show a strong effect at the top dose
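Luminescence from a BRCA1-driven firefly luciferase in MCF7 cells was the read-out, taken 15 min after substrate addition following 48 h compound exposure at 37 °C. Data were normalized to a 10 microM genistein control and DMSO vehicle.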
p53 reactivation – qHTS assay for re-activators of p53 using a Luc reporter; H1299 p53-A138V BP100-luciferase reporter, luminescence, 24 h; 320,000 tested, 0.063% active; Potency, µM (series often up to 92.2 µM), inactives show at the highest dose activity change, positive = activation, usual class: activators; further: % of control where 0% means no effect; nearly all actives have a fitted effect of over 45% in size
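H1299 (p53-null), stable ts p53-A138V + BP100-Luc; 1000 cells/well, Opti-MEM/10% FBS; cpd 4 pt, 1:5; 24 h, 37 deg C, 5% CO2; detection reagent 10 min RT; luminescence.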
NPC1 promoter act – qHTS Assay for NPC1 Promoter Activators; Huh7 NPC1 promoter luciferase reporter, 24 h; Potency, µM (titrated, usually from 9.22 µM), for the others: at the highest dose activation, actives largely listed as activators; 320,000 tested, 2.4% active; AID 485313, 2010;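 further: % of control where 0% means no effect; nearly all actives have a fitted effect of over 60% in size; reporter is driven by a mutant NPC1 promoter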
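Cells: Huh7 expressing luciferase under the NPC1 promoter, 1500/well. Seeded 2 h, compound added, incubated 24 h at 37 °C. Luciferase reagent, 10 min ambient, then luminescence.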
FLuc counter – qHTS profiling assay for firefly luciferase inhibitor/activator using purifed enzyme and Km concentrations of substrates (counterscreen for miR-21 project); purified FLuc, Km substrates, luminescence inhibition; Potency, µM (highest dose often 57.5 µM), inactives show at the top dose activity change, negative = inhibition, usual class: inhibitors; 360,000 tested, 6.9% active;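 further: plate controls were vehicle for no effect and reference inhibitor for full effect; nearly all actives have a fitted effect of over 55% in size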
Target sequence (P08659 whole entry, looked up): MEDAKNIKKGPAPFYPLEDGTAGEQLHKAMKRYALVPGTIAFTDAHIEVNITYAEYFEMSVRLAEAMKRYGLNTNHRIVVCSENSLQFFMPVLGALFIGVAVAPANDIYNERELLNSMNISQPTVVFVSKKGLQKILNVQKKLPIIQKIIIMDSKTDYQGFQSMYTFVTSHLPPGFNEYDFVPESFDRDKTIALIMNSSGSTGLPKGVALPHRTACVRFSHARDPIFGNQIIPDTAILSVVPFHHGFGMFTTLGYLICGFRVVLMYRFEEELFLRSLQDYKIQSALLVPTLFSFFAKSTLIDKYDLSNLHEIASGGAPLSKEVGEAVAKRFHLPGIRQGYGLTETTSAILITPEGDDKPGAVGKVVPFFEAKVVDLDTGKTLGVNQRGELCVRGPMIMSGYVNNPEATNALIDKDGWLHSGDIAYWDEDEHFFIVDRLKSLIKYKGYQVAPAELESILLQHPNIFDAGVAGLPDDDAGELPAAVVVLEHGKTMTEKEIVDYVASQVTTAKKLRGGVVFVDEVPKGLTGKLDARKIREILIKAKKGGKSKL
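Biochemical qHTS of compounds, final roughly 60 µM downward over six points, against 10 nM purified firefly luciferase using Km concentrations of substrates (10 uM D-luciferin, 10 uM ATP) in Tris acetate pH 7.5 buffer; luminescence output.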
ELG1 genotox – qHTS screen for small molecules that induce genotoxicity in human embryonic kidney (HEK293T) cells expressing luciferase-tagged ELG1; HEK293T ELG1-luciferase reporter, luminescence, 16 h; Potency, µM (titrated, usually from 46 µM), for the others: at the top dose activity change, positive = activation, usual class: activators; 330,000 tested, 1.3% active; AID 504466, 2011; further: % of control where 0% means no effect; nearly all actives have a fitted effect of over 60% in size
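DMSO vehicle served as control against compound-treated ELG1-luciferase HEK293T cells; exposure lasted 16 hr at 37 °C and 5% CO2, followed by ONE-Glo luminescence detection after 30 min.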
Rab9 prom act – qHTS Assay for Rab9 Promoter Activators | Huh7 Rab9 promoter-luciferase reporter, luminescence, 24 h | Potency, µM (titrated, usually from 9.22 µM), without a hit: top-dose activation, negative = inhibition, usual class: activators | 320,000 tested, 2.8% active; further: % of control where 0% means no effect; nearly all actives have a fitted effect of over 60% in size
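Quantitative HTS format; Huh7 Rab9-luciferase reporter cells (1500/well) receive compound 2 h post-plating, incubate 24 h at 37 °C, then get luciferase reagent for 10 min before luminescence reading.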
MBNL1 CUG block – qHTS Assay for Inhibitors of MBNL1-poly(CUG) RNA binding | Muscleblind-like protein 1 (Homo sapiens), Q9NR56 | TR-FRET MBNL1-His/biotin-(CUG)12 binding, 665/545 ratio | Potency, µM (top dose mostly 57.5 µM), without a hit: at the highest dose activity change, negative = inhibition, most hits filed as inhibitors | 280,000 tested, 0.036% active | AID 2675, 2010; active means well fitted inhibition curve with a large enough effect in the signal ratio, with a control signal flat, not every such curve was filed as active; inconclusive means small, poorly fitted or top-dose-only effect, or effect the other way, or a change in a side signal; inactive means no such curve, though single readings can be large or run the other way; the % refers to the signal ratio; further: on the % scale 0 is the no-effect control and ±100 the full control effect
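Ratiometric TR-FRET (665 over 545 nm, excitation 340 nm) tracks disruption of MBNL1-His/biotin-(CUG)12 complex after 60 min at room temperature, with compounds at 92 nM to 58 uM final.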
An asterisk follows results filed as active; ? = inconclusive; nt = not tested or not shown; & = joins results of further samples; [ ] = remark or other dose. Unless noted, the call rests on the fitted dose curve; in most records, active means well fitted curve in the direction sought with a large enough effect; inconclusive means small, poorly fitted or top-dose-only effect, or another doubt; inactive means no such curve, though single readings can be large; an effect the other way counts as inactive or inconclusive. Potency means the concentration at half of the fitted maximal effect. Not all compounds are listed; rates above refer to the full screens.

mol,RORg inh,uPA surface inh,Gal4-VP16 FLuc,CXXC DNA block,BRCA1 expr up,p53 reactivation,NPC1 promoter act,FLuc counter,ELG1 genotox,Rab9 prom act,MBNL1 CUG block
CSc1ccccc1NC(=O)Cn1nc([N+](=O)[O-])c(Cl)c1C,40%,3%,28%,-26%,-1%,1%,-9%,?,-2%,-5%,?
COc1ccc(S(=O)(=O)N2CCCC(C(=O)NCCCn3ccnc3)C2)cc1OC (stereo not given),8%,?,-3%,1%,24%,2%,-4%,2%,-2%,-1%,0%
O=c1cc(O)c2ccccc2[nH]1,15%,0%,8%,-6%,-4%,1%,-4%,-1%,2%,-2%,-3%
O=C(c1cccs1)N1CCCN(c2ncnc3scc(-c4ccccc4)c23)CC1,31%,6%,-4%,-12%,-40%,-2%,2%,4%,-12%,-2%,-1%
CSCCNCc1c(C(=O)N2CCOCC2)nc2c(C)cccn12,-24%,1%,-5%,2%,4%,0%,0%,-2%,0%,1%,-2%
CC(=O)Nc1c(C(N)=O)oc2ccc(Cl)cc12,-11%,-9%,-16%,6%,-8%,-3%,-2%,-3%,-1%,-3%,6%
CCOc1ncccc1C(=O)OCC(=O)N(CC(C)C)C1CCS(=O)(=O)C1 (stereo not given),7%,1%,-4%,3%,-3%,0%,0%,-3%,1%,6%,-22%
CCN(c1ccccc1C(=O)O)S(=O)(=O)c1cccc2nsnc12,-4%,-1%,-5%,?,16%,0%,-1%,0%,0%,-1%,?
CCCOc1ccccc1/C=C(\C#N)C(=O)Nc1cccnc1,?,1%,-3%,-19%,64%,16%,8%,19µM*,?,28%,nt
O=C(Cn1cnc2cc([N+](=O)[O-])ccc2c1=O)N(Cc1ccccc1)C1CCS(=O)(=O)C1 (stereo not given),15%,-4%,-19%,15%,-20%,-1%,-1%,3%,-2%,-3%,?
CCC(C)NC(=O)c1ccc(CNS(=O)(=O)c2ccc3c(c2)C(C)(C)C(=O)N3C)cc1 (stereo not given),-3%,0%,-11%,7%,2%,nt,-10%,5%&-3%,3%,3%,-7%
COC(=O)CSc1snnc1-c1ccc(F)cc1,1%,1%,-10%,7%,-1%,5%,-3%,-20%,1%,9%,4%
CCOC(=O)c1[nH]c2ccc(OC)cc2c1NC(=O)C(C)N1CCSCC1 (stereo not given),8%,nt,2%,4%,nt,-1%,0%,2%,-11%,6%,7%
COc1ccc2cc(S(=O)(=O)N3CCN(C)CC3)ccc2c1,38%,-5%,0%,1%,19%,-2%,-2%,2%,0%,4%,10%
Cc1cc(C)c2[nH]c(=O)c(CN(C(=O)C3CCCO3)C3CCCC3)cc2c1 (stereo not given),3%,nt,-1%,0%,nt,0%,-1%,10%,-2%,7%,3%
COc1cccc(CN2CCC(Oc3ccc(C(=O)N4CCCCC4)cc3)CC2)c1,-15%,-23%,-8%,24%,-9%,0%,1%,0%,8%,0%,-2%
O=C(Nc1ccc(F)cc1F)c1cc(=O)n(-c2ccccc2)c(=O)[nH]1,-1%,12%,-7%,2%,4%,10%,-1%,-17%,-6%,5%,nt
CSc1ccc(/C=C(/NC(=O)c2ccco2)C(=O)N2CCCCC2)cc1,21%,1%,-6%,35%[activator],9%,-4%,-3%,-1%,2%,-1%,8%
CC1=CCC(C(=O)O)C(C(=O)Nc2cccnc2)C1 (stereo not given),-10%,nt,0%,9%,0%,-5%,-2%,-2%,0%,-4%,-13%
CC(=O)c1c(C(C)=O)c(C)n(NC(=O)c2ccccc2Cl)c1C,18%,nt,-6%,-3%,-24%,-4%,1%,-1%,-5%,nt,5%
Cc1ccc(NC(=O)CN(C)Cc2c(O)ccc3ccccc23)cc1,-18%,-2%,-20%,122%[activator],3%,4%,-4%,?,2%,3%,4%
Cc1cccc(C)c1OCC(=O)NCc1ccccc1,19%,0%,-6%,?,19%,-3%,-3%,-3%,1%,7%,-1%
Cc1ccc(NC(=S)NCc2cccs2)c(C)c1,2.2µM*,0%,5.6µM*,-1%,4%,6%,0%,-16%,0%,4%,17%
COc1ccc(-c2noc(-c3ccc(Cl)cc3)n2)cc1,4%[0.365 µM],-1%,nt,14%,?,4%,2.5µM*,2.1µM*,5.6µM*,?,3%
CC(=O)OC(C(=O)NCc1ccc(F)cc1)c1ccccn1 (stereo not given),-5%,6%,-10%,1%,1%,1%,3%,-4%,2%,0%,6%
O=C(CNCc1ccc(F)cc1)Nc1ccccc1[N+](=O)[O-],2%,-1%,8%,-4%,-6%,7%,-6%,-2%,4%,-6%,nt
COc1ccc(CNCc2cccn2C)cc1,-8%,2%,-3%,4%,-2%,nt,1%,1%,0%,5%,-1%
CN(Cc1ccccc1)C(=O)c1cnc2n(c1=O)CCS2,-21%,nt,-3%,-1%,8%,-2%,-6%,1%,0%,0%,-3%
O=C(N/N=C\c1cc(Br)c(Br)o1)c1cncc(Br)c1,1.4µM*,-5%,2µM*,23%,-21%,11%,-1%,1%,-5%,-2%,-5%
CCOC(=O)/C=C1\SCC(=O)N1CCOc1cccc(Br)c1,15%,3%,4%,7%,45%,-7%,1%,0%,-6%,8%,-13%
C=CCN(CC=C)CC(=O)Nc1ccc(S(N)(=O)=O)cc1,3%,-8%,-5%,6%,-21%,-11%,-2%,14%,3%,-2%,-10%
COc1ccc(CC(=O)N2CCC3(CC2)NCCc2[nH]cnc23)cc1,-10%,1%,-6%,5%,26%,10%,1%,0%,1%,0%,5%
COCCNC(=O)CSc1nc(-c2ccccc2)cs1,18%,nt,3%,9%,81%,?,?,?,15%,?,-1%
CC(C)CNS(=O)(=O)c1ccc(S(=O)(=O)N2CCN(C3CCCC3)CC2)cc1,?,2%,-3%,-2%,-12%,1%,3%,2%,-8%,1%,-7%
CC/C(C)=C1\SC(N2CCOCC2)=NC1=O,16%,1%,17%,0%,-17%,11%,-2%,8%,8%,-1%,5%
O=C(Nc1ccccc1)n1cc(-c2ccccn2)c(N2CCOCC2)n1,36%,14%,-28%,2%,-5%,-2%,0%,-12%,-2%,4%,nt
Cc1ccc(C2C(C#N)=C(N)OC3=C2C(=O)CCC3)s1 (stereo not given),-4%,-6%,2%,-15%,0%,1%,0%,5%,5%,-5%,-4%
N#CCOc1ccc2oc(-c3ccco3)cc(=O)c2c1,24%,nt,10%,2%,nt,-4%,9%,1%,-6%,2%,16%
O=C(COC(=O)c1n[nH]c(=O)c2ccccc12)NCc1ccccc1,nt,?,nt,nt,4%,7%,-1%,1%,1%,1%,nt
Cc1cc(C(F)F)n2nc(C(=O)Nc3ccc(F)cc3F)nc2n1,-2%,-3%,1%,1%,-100%[inhibitor],-2%,-1%,-2%[2.3 µM],6%,-4%,-1%
Cc1ccc(-c2nc3ccccc3o2)cc1NC(=O)Cc1cccs1,17%,-2%,1%,65%[activator],-12%,7%,1%,-1%,-1%,0%,-1%
Clc1cnc(N/N=C/c2cccs2)c(Cl)c1,7.9µM*,-8%,?,-12%,?,?,2.2µM*,9.5µM*,?,4µM*,13%
O=C(COc1ccccc1C(=O)N/N=C\c1ccc(O)c(O)c1)N/N=C/c1ccc(O)c(O)c1,-17%,-6%,-2%,45%[activator],-14%,-1%,-5%,6.7µM*,0%,-9%,?
Oc1ccc(Cl)cc1C=Nc1ccccc1Br,1%,-3%,?,-2%,-1%,4%,0%,-14%,0%,0%,?
COc1ccccc1C1CCN(Cc2ccc(Cl)cc2Cl)CC1,0%,3%,-7%,?,-2%,-5%,-7%,2%,0%,-2%,-17%
COc1cccc(Nc2nc(N)c([N+](=O)[O-])c(NCc3ccco3)n2)c1,-39%,3%,?,-2%,0%,6%,-4%,?,-1%,-3%,9%
Cc1cccc(C)c1NC(=O)/C(C#N)=C/c1ccsc1,?,-5%,?,-6%,-26%,-14%,-2%,-1%,3%,2%,-5%

Bioassay records as filed in PubChem.
